MT1-MMP txn act – MT1-MMP promoter transcription activation. HT1080 MT1-MMP promoter luciferase reporter, luminescence, overnight; stronger effect = higher value. activation factor at 10 µM. 86,000 compounds, 0.16% hits. AID 750;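 active = activation factor of at least 2 for MT1-MMP transcription at 10 µM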
Mac1 fbg enh – increases human CD11b/CD18 adhesion to fibrinogen. P05107+P11215. AID 1499. K562 CD11b/CD18 adhesion to fibrinogen, ATPlite luminescence. 93,000 compounds, 0.07% hits. activation, % at 10 µM;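 active = 10 µM primary screen giving 50% or more activity, confirmed by 40% or more on retest at that dose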; also: strong numbers were not always called active; reference of the scale not given here
CYP2C19 act – activators of human cytochrome P450 2C19; recombinant CYP2C19, luciferin-H EGE luminescence; stronger effect = higher value; 0 = fully inhibited enzyme, 1 = untreated enzyme; activation factor at 5 µM; 96,000 tested, under 10 active; P33261;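 active = activation factor of at least 2 at 5 µM in the primary screen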;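 also: 0 = wells with 2.5 mM tranylcypromine and 1 = vehicle-only wells; values of inactives mirror those of a sister screen read the other way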
Target sequence (P33261 whole entry, looked up): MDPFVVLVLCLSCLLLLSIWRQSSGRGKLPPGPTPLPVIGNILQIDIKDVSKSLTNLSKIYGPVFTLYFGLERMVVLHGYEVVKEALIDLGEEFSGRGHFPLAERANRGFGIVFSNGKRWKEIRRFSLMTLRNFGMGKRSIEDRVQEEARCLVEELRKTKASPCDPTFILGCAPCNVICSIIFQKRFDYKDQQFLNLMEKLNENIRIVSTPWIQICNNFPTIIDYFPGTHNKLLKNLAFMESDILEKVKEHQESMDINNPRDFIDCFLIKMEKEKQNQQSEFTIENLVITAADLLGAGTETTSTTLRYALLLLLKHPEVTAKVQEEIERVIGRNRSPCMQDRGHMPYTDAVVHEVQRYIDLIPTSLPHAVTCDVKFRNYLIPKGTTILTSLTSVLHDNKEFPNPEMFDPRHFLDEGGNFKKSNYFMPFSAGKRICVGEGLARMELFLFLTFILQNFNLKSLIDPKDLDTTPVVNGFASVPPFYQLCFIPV
Pyk2 oligo antag – antagonists of human Pyk2 oligomerization | z-score (the deposit names both 25 µM and 10 µM) | 99,000 compounds, 0.83% hits | Q293 cells, Pyk2 FERM NanoBiT luminescence; stronger effect = lower value | Q14289;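 active = Z-score of -3 or lower, scaled per plate to the spread of control and sample wells; inactive = z-score above -3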;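 also: negative z-score means lost luminescence so less FERM oligomerization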
PLAP act – activates human placental alkaline phosphatase; P05187; purified PLAP enzyme, luminescent substrate read-out; stronger effect = higher value; activation fold at 20 µM; 96,000 compounds, 1.2% hits; AID 696; in the data active = activation fold above about 2
Target sequence (P05187 whole entry, looked up): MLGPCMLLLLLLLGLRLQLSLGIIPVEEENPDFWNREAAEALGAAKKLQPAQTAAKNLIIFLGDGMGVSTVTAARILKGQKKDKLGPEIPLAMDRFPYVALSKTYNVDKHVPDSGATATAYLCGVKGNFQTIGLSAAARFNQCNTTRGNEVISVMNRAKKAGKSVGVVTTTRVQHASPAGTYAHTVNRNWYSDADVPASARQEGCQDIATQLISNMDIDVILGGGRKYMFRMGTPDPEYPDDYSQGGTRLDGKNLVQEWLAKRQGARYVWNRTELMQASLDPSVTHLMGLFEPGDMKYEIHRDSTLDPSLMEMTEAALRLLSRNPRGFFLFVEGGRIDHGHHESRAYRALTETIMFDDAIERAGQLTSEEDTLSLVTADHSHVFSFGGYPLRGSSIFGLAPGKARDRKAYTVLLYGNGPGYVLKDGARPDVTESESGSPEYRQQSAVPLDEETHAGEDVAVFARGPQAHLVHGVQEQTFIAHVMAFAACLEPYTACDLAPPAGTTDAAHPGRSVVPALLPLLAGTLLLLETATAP
CYP2C9 activ – activators of human CYP2C9. recombinant CYP2C9, luciferin-H conversion, luminescence; stronger effect = higher value; factor 1 = untreated enzyme, 0 = blocked. activation factor at 5 µM. AID 1024. 96,000 compounds, 1.4% hits. P11712;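 active = activation factor of 2 or more for CYP2C9 at a 5 µM dose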;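 also: 0 = sulfaphenazole-blocked wells and 1 = vehicle-only wells; values of inactives mirror those of a sister screen read the other way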
Mac1 fbg inh – blocks human CD11b/CD18 adhesion to fibrinogen. K562 CD11b/CD18 adhesion to fibrinogen, ATPlite luminescence; Mn2+ added to activate the integrin. 93,000 compounds, 0.54% hits. inhibition, % at 10 µM. AID 1497. P05107+P11215;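 active = primary inhibition of 50% or more at 10 µM, then 40% or more on retest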; also: some results filed as inactive read as strong as hits
CYP2C9 inhib – inhibitors of human CYP2C9; P11712; CYP2C9 Supersomes, luciferin-H conversion, luminescence; inhibition, % at 5 µM; 96,000 compounds, 20% hits; AID 777;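 active = blocking of liver enzyme CYP2C9 beyond about 50% at 5 µM, limit read from the data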; also: values of inactives mirror those of a sister screen read the other way
CYP2C19 inh – blocks human cytochrome P450 2C19; 96,000 compounds, 21% hits; CYP2C19 Supersomes, luciferin-H EGE luminescence, 30 min; AID 778; P33261; inhibition, % at 5 µM;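 active = CYP2C19 inhibition above a set limit at 5 µM in the primary screen, cut at about 50% in these data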;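 also: plate controls were negative control wells for no effect and 2.5 mM tranylcypromine positive control for full effect; values of inactives mirror those of a sister screen read the other way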
* hit, by the source's call; · = no result given.

nr | mol | MT1-MMP txn act | Mac1 fbg enh | CYP2C19 act | Pyk2 oligo antag | PLAP act
1 | O=C(CNC(=O)Cc1ccccc1)NCC(=O)OCc1ccc(C(=O)c2ccccc2)cc1 | · | 0 | 1 | 0.76 | 1
2 | Cc1cc(C)c2[nH]c(=O)c(C(c3nnnn3C3CCCC3)N3CCOCC3)cc2c1 (centres undefined) | 1.1 | -6 | 1.1 | · | 1.2
3 | COc1cccc(CC(NC(C)=O)C(=O)NC2CCN(c3nnnn3-c3ccccc3)CC2)c1 (centres undefined) | 0.9 | · | 0.9 | 1.2 | 1.1
4 | COc1ccc(/C=N/NC(=O)CSc2nnc(CCCc3ccc(OC)c(C)c3)o2)cc1 | · | 3 | 0.2 | 1.2 | 1.3
5 | COc1ccc(CNc2ccc(-c3ccccc3OC)nn2)cc1 | 1.2 | 1 | 0.6 | -1.4 | 1
6 | COc1ccc(S(=O)(=O)N2CCC(C(=O)N3CCCCC3)CC2)cc1Cl | 1 | -1 | 0.1 | 0.58 | 1.8
7 | CN1CCN(CC(=O)Nc2ccc(OCc3ccccc3)cc2)CC1 | · | -5 | 1.1 | · | 1.8
8 | O=C(c1cccc2ccccc12)N1CCC(N2CCN(c3ccccc3)CC2)CC1 | 1 | 0 | 0.8 | 2 | 1.3
9 | Cc1ccc(NC(=O)CSc2nnc(CNC(=O)c3c(F)cccc3Cl)o2)cc1 | 1.1 | 2 | 0.6 | 0.62 | 1
10 | O=C(c1ccccc1Nc1ccc(SC(F)F)cc1)N1CCCCC1 | 1 | · | 0.1 | -0.82 | 1.1
11 | O=C(O)c1ccc(CN2CCCCC2)o1 | 1.1 | -4 | 1.1 | 0.29 | 0.9
12 | CC(C)CC(NC(=O)C1CCCCC1)C(=O)N1CCN(c2ccccn2)CC1 (centres undefined) | 1.2 | 3 | 0.9 | 0.13 | 1.3
13 | CC(C)N(C(=O)COC(=O)c1ccc(O)cc1)C(C)C | 1 | 3 | 0.9 | -0.37 | 1.1
14 | CCNC(=O)NC(=O)CSc1nc2ccccc2n1CCOC | 1.1 | -5 | 0.8 | -0.4 | 1
15 | O=C(CN1CCN(S(=O)(=O)c2ccccc2)CC1)Nc1cccc(C(F)(F)F)c1 | 1 | -2 | 0.5 | -0.84 | 1.6

nr | CYP2C9 activ | Mac1 fbg inh | CYP2C9 inhib | CYP2C19 inh
1 | 0.8 | 11 | 21 | 2
2 | 1.1 | 12 | -10 | -14
3 | 1 | · | -2 | 14
4 | 0.2 | 51 | 84* | 78*
5 | 1.9 | -7 | -89 | 40
6 | 0.8 | -3 | 20 | 92*
7 | 1 | -9 | 3 | -12
8 | 1 | -5 | 0 | 16
9 | 0.3 | -11 | 73* | 41
10 | 0.5 | · | 53* | 88*
11 | 1.1 | -9 | -6 | -6
12 | 0.9 | -2 | 10 | 8
13 | 0.6 | -3 | 36 | 13
14 | 0.4 | -6 | 61* | 22
15 | 1 | 0 | 0 | 46

(next part)
nr | mol | MT1-MMP txn act | Mac1 fbg enh | CYP2C19 act | Pyk2 oligo antag | PLAP act
16 | CCOc1cc(C(=O)Nc2cccc3ncccc23)cc(OCC)c1OCC | 1 | -2 | 0.9 | -1.1 | 1.6
17 | Cc1nn(C(=O)c2cccnc2)c(C)c1Sc1ccc(Br)cc1 | · | -3 | 0.3 | -0.45 | 1.3
18 | CCc1ccc(N(C(=O)c2ccoc2C)C(C(=O)NC2CCCC2)c2ccc(OC)cc2)cc1 (centres undefined) | · | · | 1 | -2.2 | 1
19 | COc1ccc(NS(=O)(=O)c2ccc(NC(=O)C(C)(C(F)(F)F)C(F)(F)F)cc2)nn1 | 1 | 0 | 1.1 | -0.16 | 1.2
20 | Cc1nc2ccc(NC(=O)N3CCSCC3)cc2nc1C | 1.1 | -2 | 1 | 0.54 | 1.1
21 | O=C(CN1CCOCC1)Nc1ccc(C2CCCCC2)cc1 | 1.6 | 7 | 0.8 | 0.3 | 1.4
22 | COc1ccc(NC(=O)Nc2ccc3nsnc3c2)cc1 | · | · | 0.8 | -1.1 | 1.1
23 | CCOC(=O)CSC1=Nc2ccccc2C2=NC(CC(=O)NCc3ccc4c(c3)OCO4)C(=O)N12 (centres undefined) | 1.1 | -8 | 1 | -0.37 | 1.2
24 | O=C1CC(c2cccnc2)c2cc3c(cc2N1)OCO3 (centres undefined) | 1.1 | 0 | 1 | · | 0.9
25 | O=C(c1ccccc1)c1cc2ccccc2o1 | 1.8 | -2 | 0.7 | -0.1 | 1.1
26 | COc1ccc(C)cc1S(=O)(=O)N(C)CC(=O)N1CCN(C)CC1 | 1.1 | 0 | 0.8 | 0.7 | 1.2
27 | O=C1C2CCCN2C(c2ccc(F)c(F)c2)N1c1cccc(Cl)c1 (centres undefined) | 1.1 | 2 | 0.5 | · | 1.4
28 | CC1CCCCC1NC(=O)CC1Oc2ccccc2NC1=O (centres undefined) | 1.1 | -2 | 1 | · | 0.9
29 | CC(C)(C)c1ccc(C(=O)N/N=C/c2cccc(Cl)c2)cc1 | · | -3 | 0.2 | -1.5 | 0.9
30 | COCCNC(=O)c1cc(-c2cccnc2)nc2ccc(Br)cc12 | 1.2 | -6 | 1 | -0.47 | 1.1

nr | CYP2C9 activ | Mac1 fbg inh | CYP2C9 inhib | CYP2C19 inh
16 | 0.8 | 0 | 16 | 11
17 | 0.7 | -9 | 29 | 70*
18 | 1 | · | 3 | 5
19 | 0.9 | 6 | 12 | -7
20 | 0.8 | -31 | 22 | 2
21 | 0.8 | 3 | 16 | 17
22 | 0.8 | · | 24 | 20
23 | 0.7 | -6 | 33 | 1
24 | 1 | -4 | 4 | -2
25 | 0.8 | 3 | 17 | 35
26 | 0.8 | -23 | 16 | 15
27 | 0.6 | 10 | 41 | 50*
28 | 1.9 | 4 | -89 | 1
29 | 0.6 | 47 | 36 | 76*
30 | 0.8 | -4 | 21 | 4

(listing goes on)
nr | mol | MT1-MMP txn act | Mac1 fbg enh | CYP2C19 act | Pyk2 oligo antag | PLAP act
31 | COc1ccc(C2C(C#N)=C(N)Oc3n[nH]c(C)c32)cc1CN1CCN(c2ccc(F)cc2)CC1 (centres undefined) | · | 1 | 0.3 | -2.8 | 1.4
32 | CCn1c2ccccc2c2cc(NC(=O)c3cccc(OC)c3)ccc21 | · | 3 | 1 | -0.49 | 0.8
33 | Nn1c(SCC(=O)NCCC2=CCCCC2)nnc1C1CCCCC1 | 1.2 | 0 | 0.9 | 0.35 | 0.8
34 | COc1ccc(S(=O)(=O)n2nc(OC(=O)c3ccc(C)cc3)cc2N)cc1 | 1.3 | -4 | 1 | -0.4 | 1
35 | C=CCn1c(=N)n(CC(O)COc2ccc(OC)cc2)c2ccccc21 (centres undefined) | 1.2 | -2 | 0.9 | · | 1
36 | CC(C)c1nnc(NC(=O)CCC(=O)NC2CCCCCCC2)s1 | 1.2 | -2 | 0.9 | 2.4 | 1.1
37 | Cc1ccc(SCCC(=O)N2CCCC2)cc1 | 1.3 | 0 | 0.1 | 1.2 | 1.2
38 | CCOc1ccc2nc(SCC(=O)NCc3ccc4c(c3)OCO4)[nH]c2c1 | · | 8 | 0.8 | 2.8 | 1.5
39 | COc1ccccc1N1CCN(C/C(O)=C(\C#N)c2nc(-c3ccccc3)cs2)CC1 | 1 | 2 | 0.8 | 1 | 1.3
40 | Cc1nnn(C23CC4CC(CC(C4)C2)C3)n1 | 0.9 | -6 | 0.9 | 0.35 | 1
41 | O=C(NCc1cccc(F)c1)C1CCN(S(=O)(=O)Cc2ccccc2)CC1 | 1.1 | -2 | 0.9 | 0.82 | 0.8
42 | CN(C(=O)c1ccccc1)c1nc2ccccc2s1 | 0.8 | -1 | 0.7 | -1.5 | 0.9
43 | CC(/C=C/c1ccco1)=N\NC(=O)c1cc(C)[nH]n1 | · | 45 | 0.9 | 1.6 | 1.8
44 | Cc1nc2c(-c3ccccc3)c(C)[nH]n2c(=O)c1Cl | 1.1 | -4 | 1 | -1.9 | 0.9
45 | CCN(CC)c1ccc(NC(=O)CN2CCN(c3ccccc3F)CC2)cc1 | 1.1 | · | 0.4 | -0.66 | 1

nr | CYP2C9 activ | Mac1 fbg inh | CYP2C9 inhib | CYP2C19 inh
31 | 0.7 | 0 | 28 | 70*
32 | 1.4 | 5 | -38 | 5
33 | 1 | -6 | 2 | 7
34 | 0.2 | -3 | 81* | 1
35 | 1 | 10 | 0 | 12
36 | 0.7 | -10 | 26 | 5
37 | 0.5 | -14 | 49 | 90*
38 | 0.3 | 2 | 68* | 24
39 | 0.5 | 0 | 46 | 19
40 | 1.1 | 2 | -7 | 11
41 | 1 | -1 | -2 | 12
42 | 0.7 | -2 | 26 | 33
43 | 0.8 | -27 | 16 | 8
44 | 0.6 | -2 | 44 | -1
45 | 0.5 | · | 46 | 55*

Continued, overlapping the part above by 3 compounds.
nr | mol | MT1-MMP txn act | Mac1 fbg enh | CYP2C19 act | Pyk2 oligo antag | PLAP act
43 | CC(/C=C/c1ccco1)=N\NC(=O)c1cc(C)[nH]n1 | · | 45 | 0.9 | 1.6 | 1.8
44 | Cc1nc2c(-c3ccccc3)c(C)[nH]n2c(=O)c1Cl | 1.1 | -4 | 1 | -1.9 | 0.9
45 | CCN(CC)c1ccc(NC(=O)CN2CCN(c3ccccc3F)CC2)cc1 | 1.1 | · | 0.4 | -0.66 | 1
46 | Cc1cc2nc(-c3ccc(NC(=O)C(C)C)cc3)oc2cc1C | 1 | 41 | 1 | -0.86 | 0.9
47 | Cc1nnc(NC(=O)CSc2nnc(CCc3nc4ccccc4[nH]3)n2C)s1 | 1 | -1 | 1.1 | -0.11 | 2.1*
48 | COc1ccc(Cl)cc1-c1nc(-c2ccc(Br)o2)no1 | 1.6 | 5 | 1 | · | 0.9
49 | COC(=O)c1c(N)c(C#N)c(C)n1-c1ccccc1 | 1.1 | 2 | 0.7 | 0 | 1
50 | Cc1nn(Cc2ccc(C(=O)Nc3ccccc3C(F)(F)F)o2)c(C)c1Br | 1.1 | · | 0.1 | -1.3 | 1.4
51 | O=C(CSc1nc2ccccc2[nH]1)NCCCn1ccnc1 | 1.2 | -4 | 0.1 | 1.9 | 2*
52 | COc1cc(S(=O)(=O)Nc2cccnc2)ccc1F | 1.1 | -1 | 0.7 | 0.3 | 1
53 | O=C(NCc1ccco1)c1ccccc1NS(=O)(=O)c1ccc2c(c1)OCCO2 | 0.9 | -5 | 0.4 | 0.13 | 1.2
54 | CCCNC(=O)c1ccc(SC)cc1OC | 0.9 | 3 | 0.7 | -0.1 | 0.9
55 | O=C(CSCCO)Nc1ccccc1 | 1.2 | -4 | 1.1 | 0.66 | 1
56 | CCOC(=O)Cn1c(=O)c2c(nc(N3CCOCC3)n2C)n(C)c1=O | · | 1 | 1 | 1.2 | 1.2
57 | CCOC(=O)c1cc2c(s1)-c1c(C)cccc1OC2 | · | -2 | 0.1 | · | 1.1
58 | COC(=O)c1[nH]c(=O)c2ccccc2c1OCc1ccccc1 | 1.3 | 3 | 0.8 | -0.57 | 1

nr | CYP2C9 activ | Mac1 fbg inh | CYP2C9 inhib | CYP2C19 inh
43 | 0.8 | -27 | 16 | 8
44 | 0.6 | -2 | 44 | -1
45 | 0.5 | · | 46 | 55*
46 | 1.4 | 0 | -35 | 2
47 | 0.8 | 39 | 24 | -7
48 | 1 | -4 | 0 | 2
49 | 1.1 | -13 | -9 | 27
50 | 0.6 | · | 35 | 91*
51 | 0.1 | 2 | 95* | 92*
52 | 1 | -10 | 4 | 25
53 | 1.6 | -17 | -61 | 56*
54 | 1 | -13 | 0 | 30
55 | 1.1 | -10 | -7 | -11
56 | 1 | 8 | 1 | -5
57 | 0.3 | 5 | 72* | 89*
58 | 0.9 | -8 | 10 | 20

From PubChem
